CaV13 FRET inh: Disruptors of the CACNA1D IQ motif to Ca2+-dependent inactivation inhibitor domain association, primary screening, Förster resonance energy transfer in intact living …; inhibition, % at 12.3 µM; HEK cells, CFP/YFP FRET ICDI-IQ, plate reader, 10 min; percent FRET-ratio fall versus neutral wells; 340,000 compounds, 0.098% hits;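 active means mean replicate inhibition of at least 30% and at least 1% of replicates passing that level; inconclusive means only one of the two criteria is met; inactive means neither criterion is met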;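 further: 0% = median of the neutral control wells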
Cardio protect: modulators protecting cardiomyocytes from myocardial damage; H9c2 cardiomyocytes, H2O2 injury protection, ATPLite, 2 h; protection from H2O2 cell death, % at 20 µM; 360,000 compounds, 0.63% hits;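 active means compounds giving at least 50% protection of heart cells from peroxide-induced death in the single-dose screen, raw or plate-pattern-corrected value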;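 further: 0% = DMSO wells with peroxide and 100% = DMSO wells without peroxide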
aDG glyco up: increases alpha dystroglycan glycosylation | activation, % at 10 µM | 360,000 compounds, 0.22% hits | Pro5-aDG cells, alpha-DG glycosylation AlphaScreen (IIH6); 0% Pro5, 100% B10-LARGE cell signal;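 active means activation of at least 8% versus controls, or a plate z-score of at least 8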;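 further: Pro5 are CHO cells carrying HIG-tagged alpha-DG that lacks glycosylation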
ABCB6 inh MLPCN: human ABCB6 transporter inhibition | AID 602162 | K562-ABCB6 porphyrin accumulation, flow cytometry, 1 h; hits give low values | 360,000 compounds, 0.19% hits | Q9NP58 | fluorescence ratio to DMSO, % at 10 µM;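 active means fluorescence ratio to DMSO below 75%, the collection mean minus 3 SD; inconclusive means too few cells collected in the well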;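 further: signal is porphyrin accumulated inside mitochondria; 100% equals median channel fluorescence of DMSO control wells; lower ratio means ABCB6 inhibition with less porphyrin fluorescence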
HTR2A ag: activates the mouse 5-HT2A serotonin receptor | P35363 | CHO-K1 mHTR2A beta-arrestin complementation, luminescence; percent of 30 µM serotonin response | activation, % at 7.6 µM | 360,000 compounds, 0.66% hits | AID 624169;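 active means activation above a run cutoff, the mean activation of all tested compounds plus 3 SD, cut at about 14% in these data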;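 further: 0% = plate median of compound wells and 100% = 30 µM serotonin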
Target sequence (P35363 whole entry, looked up): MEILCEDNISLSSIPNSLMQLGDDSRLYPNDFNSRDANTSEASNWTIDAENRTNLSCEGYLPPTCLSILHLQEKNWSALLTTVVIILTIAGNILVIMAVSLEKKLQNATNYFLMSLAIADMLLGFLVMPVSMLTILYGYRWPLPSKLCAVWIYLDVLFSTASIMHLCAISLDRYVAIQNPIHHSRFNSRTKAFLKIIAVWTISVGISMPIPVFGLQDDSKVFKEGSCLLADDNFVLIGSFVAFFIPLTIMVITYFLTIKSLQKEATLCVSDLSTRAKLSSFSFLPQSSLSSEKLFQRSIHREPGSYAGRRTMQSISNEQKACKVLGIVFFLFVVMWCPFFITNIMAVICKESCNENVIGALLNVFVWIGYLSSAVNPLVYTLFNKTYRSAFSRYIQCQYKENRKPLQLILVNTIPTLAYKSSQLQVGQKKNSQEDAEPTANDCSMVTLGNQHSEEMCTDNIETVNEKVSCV
MC4R antag cAMP: human MC4R antagonism in cAMP assay | P32245 | AID 540295 | 360,000 compounds, 0.48% hits | MC4R-expressing cells, MTII-stimulated cAMP, LANCE TR-FRET | inhibition, % at 6.5 µM;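 active means inhibition above its plate's cutoff, the mean of tested wells on that plate plus 3 SD, cut at about 29% in these data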;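 further: 0% = Melanotan II alone and 100% = Melanotan II plus saturating MCL0020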
Target sequence (P32245 whole entry, looked up): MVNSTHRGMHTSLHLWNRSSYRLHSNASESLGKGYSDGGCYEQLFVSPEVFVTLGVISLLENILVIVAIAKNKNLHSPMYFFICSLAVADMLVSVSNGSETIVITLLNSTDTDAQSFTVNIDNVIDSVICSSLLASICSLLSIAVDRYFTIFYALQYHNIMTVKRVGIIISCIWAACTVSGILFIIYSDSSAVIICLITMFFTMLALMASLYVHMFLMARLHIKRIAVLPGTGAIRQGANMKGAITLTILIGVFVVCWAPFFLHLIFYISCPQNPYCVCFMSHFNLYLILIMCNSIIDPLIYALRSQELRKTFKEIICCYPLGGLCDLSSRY
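Assay system: U2OS cells stably expressing human melanocortin 4 receptor (MC4R) / Dosing: 6.5 µM / Timing: compound 30 min, challenge 1 h, detection 1 h / Measured by: Eu-cAMP/anti-cAMP TR-FRET, emission 671 nm / Replicates: singlicate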
PDI turbidity: inhibitors of human protein disulfide isomerase; inhibition, % at 10 µM; P07237; PDI insulin aggregation turbidity, A650, 90 min; AID 588391; 350,000 compounds, 0.052% hits;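 active means mean inhibition across replicates of 30% or more, whatever share of single replicates reach that level; inconclusive means mean inhibition below 30% while every single replicate reaches 30%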;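 further: absorbance from insulin aggregation driven by PDI reduction with DTT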
Vif inh: blocks HIV Vif function. HEK293T cells, Vif self-association by quenched fluorescence, imaging, 24 h. inhibition, % at 7.49 µM. 340,000 compounds, 0.35% hits; in the data active means inhibition above about 50%, passing the limit was not always enough; inconclusive means no clear call, values can overlap the other calls; inactive means below about 31%; further: some results filed as inactive read as strong as hits
MC4R ag barr: activates human MC4R beta-arrestin recruitment | 360,000 compounds, 0.98% hits | AID 540308 | activation, % at 8.9 µM | U2OS MC4R beta-arrestin complementation, luminescence; percent of melanotan II response, DMSO zero;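 active means activation above a per-plate cutoff, the mean activation of sample wells on that plate plus 3 SD, cut at about 8% in these data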
Glyco luc inh: N-linked glycosylation inhibition. D54 ERlucT glycosylation luciferase reporter, 24 h; percent of 100 nM tunicamycin response. reporter increase, % at 12.5 µM. 360,000 compounds, 0.23% hits;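 active means mean luciferase reporter signal, scaled so untreated is 0 and the glycosylation-blocking control 100, at or above a set limit in every replicate; inconclusive means mean reaches the limit but not every replicate does; inactive means mean below the limit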;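 further: luciferase carries N-glycosylation sites so blocking glycosylation raises the light; 0% = median of neutral control wells and 100% = median of 100 nM tunicamycin wells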
The depositor's hits bear a star; ? = inconclusive; nt = no result given.

Screens in order: CaV13 FRET inh	Cardio protect	aDG glyco up	ABCB6 inh MLPCN	HTR2A ag	MC4R antag cAMP	PDI turbidity	Vif inh	MC4R ag barr	Glyco luc inh
1. CCOC(=O)C1=NNC2(CC(=O)N(c3cc(C)cc(C)c3)C2=O)C1 (configuration not stated)
→ -5	-2	0.0	114	7	5	12	9	1.0	1
2. Cc1ccc(S(=O)(=O)NC(=O)C2(C)CCN2C(=O)c2ccccc2CCc2ccccc2)cc1 (configuration not stated)
→ -5	0	4.2	86	0	3	8	10	2.0	3
3. CC1(C)Cc2ccccc2C(Nn2cnnc2)=N1
→ -7	1	-0.2	96	0	-3	4	nt	-1.4	0
4. Cc1ccc(-n2nc3ccc(NC(=S)NC(=O)/C=C/c4ccco4)cc3n2)cc1
→ -18	-3	0.2	100	-2	41*	-2	7	2.5	0
5. COc1ccc(OC)c(/C=N/NC(=O)c2csc3ccccc23)c1
→ nt	-3	0.1	192	-5	-7	-9	nt	-1.4	2
6. O=C(CCNS(=O)(=O)c1ccc(Br)cc1)NNC(=O)C1COc2ccccc2O1 (configuration not stated)
→ -8	-10	0.8	101	3	8	14	2	-1.8	2
7. COc1ccc(CCNC(=O)CN2CCN(Cc3ccccc3F)C2=O)cc1OC
→ -3	-2	0.1	94	-6	2	1	-4	1.1	2
8. O=C1NCCN(Cc2cccc(Oc3ccccc3)c2)C1CC(=O)N1CCCCC1 (configuration not stated)
→ -7	-1	-0.1	95	6	3	5	nt	-2.6	-2
9. Cc1[nH]nc(SCC(=O)NC2CCCCC2)c1[N+](=O)[O-]
→ -9	12	-0.2	95	3	-1	-10	-4	-2.0	1
10. CCOCC(=O)Nc1ccc(S(=O)(=O)Nc2ncccn2)cc1
→ -4	-3	-0.3	108	5	-1	-1	4	0.3	2
11. O=C(Cc1ccccc1[N+](=O)[O-])Nc1cccc(S(=O)(=O)NC2=NCCCCC2)c1
→ -14	-8	0.3	95	5	7	1	16	-1.2	-1
12. Cc1ccc(C2CCN(C(=S)Nc3cccc(C)c3)C2)cc1 (configuration not stated)
→ 3	-11	0.0	101	-9	10	-6	4	-2.1	1
13. Cn1ncc(N2CCN(C(=O)c3ccc(Cl)cc3)CC2)c(Cl)c1=O
→ -2	-7	0.2	92	-3	14	1	-5	-1.1	3
14. O=C(Nc1ccccc1C(=O)Nc1nccs1)c1ccccc1
→ -10	5	0.0	94	2	nt	nt	-3	nt	0
15. COc1ccc(CN(C#N)c2nc(SC)nc(N(C)C)n2)cc1
→ 0	-21	0.6	103	-5	-6	-3	6	-0.3	-3
16. CC(=O)c1ccc(NC(=O)CSc2ccc(-c3sc(C)nc3C)nn2)cc1
→ nt	14	0.1	95	-3	16	-10	4	-1.1	3
17. COCCN(CCOC)S(=O)(=O)c1ccc(/C(O)=C(\C#N)c2nc3ccccc3[nH]2)cc1
→ -2	3	0.3	100	5	3	-3	-2	2.3	0
18. CC(C)(C)NC(=O)C(c1ccco1)N(C(=O)c1ccc(CN2CCOCC2)o1)c1ccccc1 (configuration not stated)
→ -9	5	-0.1	97	2	7	3	-9	-0.4	-2
19. O=C(O)c1ccc(-c2sc(Nc3ccccc3)n[n+]2-c2ccccc2)cc1
→ -6	-3	0.7	99	3	3	0	nt	0.8	0
20. COC(=O)c1cnc(N2CCOCC2)nc1C(F)(F)F
→ -13	4	0.0	98	3	2	-4	16	0.6	0
21. CCC1CCCCN1C(=O)N[C@@H](Cc1ccccc1)C(=O)O (some centres not stated)
→ -3	2	-0.1	86	5	7	8	24	-1.1	0
22. CN(C(=O)COC(=O)c1ccc(-c2ccc(O)cc2)cc1)C1CCS(=O)(=O)C1 (configuration not stated)
→ -6	4	-0.1	96	-2	2	-3	-9	0.3	4
23. CCc1nnc(SCC(=O)N2CCCc3ccccc32)nc1CC
→ nt	2	0.0	95	-7	-10	3	-3	2.8	-2
24. c1ccc(OCc2nc(-c3ccccc3)no2)cc1
→ -6	-6	0.0	99	4	-2	2	nt	-1.5	2
25. N#CCSc1nnc(Cc2cccc3ccccc23)n1C1CCCCC1
→ -4	-3	0.3	89	2	15	-2	-6	0.6	0
26. Cc1ccc(Nc2c([N+](=O)[O-])cc(C(=O)N3CC(=O)Nc4ccccc43)cc2[N+](=O)[O-])c(C)c1
→ nt	-6	-0.2	120	0	4	-11	2	-1.8	-1
27. CCOC(=O)/C(C#N)=C/c1cn(CCC(=O)O)nc1-c1ccc(F)cc1
→ -5	4	0.5	100	-1	10	-4	4	-1.3	-1
28. CCOc1ccc(/C=C2\SC(=S)N(NC(=O)c3ccncc3)C2=O)cc1OC
→ -5	1	-0.2	97	1	1	2	-2	0.3	2
29. O=C(O)c1ccc2c(c1)-c1cc(C(=O)O)ccc1S2(=O)=O
→ -16	4	0.1	100	6	9	1	-1	-2.1	0
30. COc1cc(C(=O)Nc2ccc(F)cc2Cl)ccc1OCC(=O)N1CCOCC1
→ -5	-3	0.0	92	7	8	-4	7	0.9	1
31. O=C(CSc1nc(O)c(C2CCCCC2)c(=O)[nH]1)Nc1ccccc1Cl
→ -7	-1	-0.1	97	0	18	-11	?	0.6	2
32. CCCN1CCN(C(=O)c2noc3c2COc2ccc(C)cc2-3)CC1
→ 13	-9	-0.3	100	-1	3	nt	7	-0.5	0
33. Fc1ccc(CN2CCCCCC2)c(F)c1
→ -6	4	0.0	97	-1	3	9	17	-2.0	0
34. O=C(NCCc1ccccc1)c1cc(S(=O)(=O)N2CCCCC2)c[nH]1
→ -6	2	-0.1	101	-2	-4	13	-25	0.9	-1
35. COc1cc(-c2nc(Cc3c(F)cccc3Cl)no2)cc(OC)c1OC
→ -8	0	0.0	100	1	-2	-3	13	-0.5	0
36. COc1cccc(CNC(=O)C2CCN(S(=O)(=O)c3ccc4c(c3)NC(=O)C(C)S4)CC2)c1 (configuration not stated)
→ -2	-6	-0.1	103	-2	7	2	0	-2.3	0
37. CCCC(c1nnnn1C1CCCC1)N1CCN(C(=O)c2ccco2)CC1 (configuration not stated)
→ -5	2	-0.2	94	-1	-3	1	9	-1.2	0
38. COC(=O)c1cc2cc(Cl)ccc2nc1SC
→ -13	-5	0.3	99	-2	-8	-12	3	1.5	-3
39. N#CC1=C(N)S[C@@H](C(=O)c2ccc(F)cc2)[C@@H]1c1cccs1
→ nt	-17	0.3	93	-1	6	-8	-8	-0.3	-4
40. CCCCn1nnnc1SCC(=O)Nc1cccc(C)n1
→ -5	7	-0.1	91	2	0	-4	22	-1.6	2
41. COc1ccc(-c2cc(C(F)(F)F)nc(-n3cncn3)n2)cc1
→ nt	13	0.2	98	4	4	-8	nt	-0.9	nt
42. Fc1ccc(C2=Nn3c(nnc3-c3n[nH]c4c3CCC4)SC2)cc1
→ -7	8	-0.1	97	-7	-2	2	-1	-1.1	4
43. COc1ccccc1C1C(C#N)=C(N)N(c2cccnc2)C2=C1C(=O)CC(C)(C)C2 (configuration not stated)
→ -5	4	-0.2	98	2	1	11	21	0.6	-1
44. CCOC(=O)C1=C(C)OC(N)=C(C#N)C1C1CCCCC1 (configuration not stated)
→ -6	-7	-0.6	105	-1	6	5	2	0.2	8
45. COc1ccccc1Nc1ncccc1[N+](=O)[O-]
→ -20	15	-0.2	98	-4	-7	-11	-2	-1.8	1
46. C#CC(CC)(CC)NC(=O)c1c(C)noc1C
→ -6	3	0.1	105	6	3	3	7	-0.4	1
47. CC(C)c1ccc(/C=C/C(=O)N2CCCCCC2)cc1
→ -18	1	0.5	96	0	12	13	2	0.4	1
48. O=C(N/N=C/c1cccc2ccccc12)c1ccc(CN2CCOCC2)cc1
→ -20	3	0.0	96	-5	12	1	-20	0.2	-5
49. COC(c1ccccc1)c1nnc(CCC(=O)N(C)CCc2ccccc2)o1 (configuration not stated)
→ -4	-2	-0.1	96	0	19	-4	4	-0.7	0
50. CC1CCc2c(sc3ncn(N)c(=N)c23)C1 (configuration not stated)
→ -3	3	-0.1	97	-1	14	-7	-1	0.8	-2
51. COC(=O)c1c(NC(=O)CSc2nnc(-c3cccnc3)n2Cc2ccco2)sc(C)c1C
→ -4	0	-0.1	94	4	2	3	15	-1.8	-2
52. CCC/C=C(\CCC)C(NC(=O)OCC(C)C)c1ccc(C(=O)OC)cc1 (configuration not stated)
→ -7	-2	1.2	102	0	14	-8	2	0.2	-1
